Bioassay records as filed in PubChem.
Tat transport – inhibitors of E. coli Tat protein transport; E. coli MC4100 TorA-mCherry Tat export, fluorescence; inhibition, % at 10 µM; 340,000 compounds, 0.036% hits; AID 488895;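 active = mean replicate inhibition at least 50% and at least half of replicates individually reaching 50%; inconclusive = only one of the two criteria met; inactive = neither criterion met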;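 also: exported cargo escapes ClpAP degradation while cytoplasmic cargo is degraded and loses fluorescence; 0% = median of neutral control wells and 100% = median of NaSCN control wells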
CAL PDZ FP-1 – inhibitors of human CAL PDZ peptide binding; purified CAL PDZ, TMR-peptide fluorescence polarization, 1 h; AID 504414; inhibition, % at 20 µM; Q9HD26; 330,000 compounds, 0.02% hits;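 active = highest replicate inhibition of at least 40%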;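 also: plate controls were DMSO neutral control wells for no effect and unlabeled competitor peptide control wells for full effect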
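Control set: unlabelled peptide and DMSO controls / Material: purified CerCALP PDZ construct / Timing: 1 h incubation at room temperature before polarization reading / Doses: 20 µM, one dose / Detection: fluorescence polarization (mP)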
CAL PDZ FP-2 – blocks peptide binding to the human CAL PDZ domain. Q9HD26. purified CAL PDZ, TMR-peptide fluorescence polarization, 1 h. inhibition, % at 24.9 µM. 300,000 compounds, 0.92% hits. AID 602252;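 active = mean inhibition of at least 30% with at least half of replicates also reaching 30%; inconclusive = no clear call, values can overlap the other calls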;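 also: 0% = DMSO neutral control and 100% = excess unlabeled competitor peptide PRC23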
Rtt109 HAT inh – blocks Candida albicans Rtt109/Vps75 acetyltransferase activity | AID 540336 | Q5AAJ8 | purified Rtt109/Vps75, ThioGlo CoA-SH fluorescence, 4 h | 330,000 compounds, 0.16% hits | inhibition, % at 34.9 µM;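 active = inhibition of at least 50% in every replicate; inconclusive = best replicate reaches 50% inhibition but some replicates fall short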
Target sequence (Q5AAJ8 whole entry, looked up): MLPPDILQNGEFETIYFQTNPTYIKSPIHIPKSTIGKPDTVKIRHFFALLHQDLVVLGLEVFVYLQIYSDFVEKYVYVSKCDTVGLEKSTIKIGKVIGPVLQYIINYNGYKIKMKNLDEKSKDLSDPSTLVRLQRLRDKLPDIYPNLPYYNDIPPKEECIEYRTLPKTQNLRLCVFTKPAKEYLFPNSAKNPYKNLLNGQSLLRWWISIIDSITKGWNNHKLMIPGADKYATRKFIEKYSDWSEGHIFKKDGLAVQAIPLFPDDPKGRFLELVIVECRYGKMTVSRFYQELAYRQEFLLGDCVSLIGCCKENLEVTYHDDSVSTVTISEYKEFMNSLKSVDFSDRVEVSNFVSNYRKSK
cardiac RTF act – cardiac RTF calcium sensitization; P19429+P45379; IANBD-labeled TnC RTF fluorescence at EC20 calcium; 0% EC20 calcium, 100% full calcium; activation, % at 7.2 µM; 340,000 compounds, 0.24% hits;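 active = activation above the mean over all tested compounds plus 3 SD, cut at about 30% in these data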;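 also: rise in fluorescence read as greater calcium sensitivity of cardiac thin filaments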
Wnt act – activates Wnt/beta-catenin signaling in a reporter cell assay; activator, plate reader; activation, % at 9.35 µM; 300,000 compounds, 1.2% hits; in the data active = activation above about 30%, passing the limit was not always enough; inconclusive = no clear call, values can overlap the other calls;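 also: 0% = neutral control wells and 100% = positive control wells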
CDK5 inh – blocks human CDK5/p35 kinase activity; AID 488839; Recombinant CDK5/p35, ADP-Glo luminescence, 60 min; inhibition, % at 10 µM; 330,000 compounds, 0.01% hits; Q00535+Q15078;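 active = highest replicate inhibition of at least 50% and at least 75% of replicates reaching 50%; inconclusive = only one of the two criteria met; inactive = both criteria failed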;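 also: plate controls were DMSO neutral control for no effect and GW8510 at 10 µM for full effect; many of its hits are not listed in these tables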
V-ATPase pH – yeast V-ATPase proton transport regulation by pHLuorin. AID 504577. 350,000 compounds, 0.37% hits. S. cerevisiae, pHLuorin cytosolic pH fluorescence. response, % at 10 µM; in the data active = response mostly above about 7.3%, no sharp cut-off; inactive = mostly below about 5.4%; also: actives read high; inactives centre near 0; some compounds called inactive have numbers as strong as hits
dFosB act – mouse delta FosB homodimer activation; P13346; purified delta FosB, TAMRA-CDK5 oligo fluorescence polarization; percent of positive-control signal above neutral wells; activation, % at 25 µM; 340,000 compounds, 0.99% hits;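 active = mean activation above about 17%, with every replicate also reaching it, limit read from the data, passing the limit was not always enough; inconclusive = only one of the two conditions met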;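 also: fluorescence polarization rise as delta FosB binds a TAMRA Cdk5 AP-1 oligo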
Target sequence (P13346 whole entry, looked up): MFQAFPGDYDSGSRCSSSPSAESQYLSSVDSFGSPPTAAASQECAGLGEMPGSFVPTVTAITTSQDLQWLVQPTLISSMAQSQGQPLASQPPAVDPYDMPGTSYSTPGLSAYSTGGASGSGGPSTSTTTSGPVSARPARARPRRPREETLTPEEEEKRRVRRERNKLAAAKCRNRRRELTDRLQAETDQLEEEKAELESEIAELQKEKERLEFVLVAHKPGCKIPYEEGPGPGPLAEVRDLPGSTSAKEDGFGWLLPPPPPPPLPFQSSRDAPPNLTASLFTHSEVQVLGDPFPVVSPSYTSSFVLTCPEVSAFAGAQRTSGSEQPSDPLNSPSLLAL
MITF act – activators of MITF-driven TRPM1 promoter activity in SK-MEL-5 cells; activation, % at 12.5 µM; SK-MEL-5 TRPM1-promoter luciferase, 24 h; % of positive control, neutral wells = 0; 300,000 compounds, 0.75% hits;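 active = mean activation of at least 80% with every replicate also reaching 80%; inconclusive = mean reaches 80% but some replicate falls short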;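 also: 0% = neutral control wells and 100% = parthenolide positive control wells; values of inactives mirror those of a sister screen read the other way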
Active calls of the source: *; ? = inconclusive; · = not tested or not shown.

SMILES	Tat transport	CAL PDZ FP-1	CAL PDZ FP-2	Rtt109 HAT inh	cardiac RTF act	Wnt act	CDK5 inh	V-ATPase pH	dFosB act	MITF act
CCC(C(=O)OCC(=O)N(CCOC)c1c(N)n(Cc2ccccc2)c(=O)[nH]c1=O)c1ccccc1 (configuration not stated)	5.0	-1.0	5.3	-2.1	0.2	-2.0	0.3	1.3	-12.2	10.3
CCN(CC(=O)Nc1ccc(NC(C)=O)cc1)C(=O)c1cc(S(=O)(=O)N2CCCCCC2)ccc1OC	11.5	-1.4	·	1.1	0.8	1.3	-1.4	0.0	-14.8	-6.7
CS(=O)(=O)N(CC(=O)Nc1cc(Cl)ccc1Cl)c1ccccc1Cl	14.2	0.6	0.6	-4.5	0.5	-1.1	1.0	1.2	-4.3	-5.9
CCOC(=O)c1ccc2ncc(C(=O)OCC)c(Nc3ccc(N4CCOCC4)cc3)c2c1	8.0	-0.2	-3.2	-2.4	1.7	-3.4	2.1	0.6	-14.3	-6.8
CC(C)CN(CC(C)C)S(=O)(=O)N1CCC(C(=O)NCCN2CCOCC2)CC1	1.7	-2.7	1.3	-5.4	3.5	·	0.8	-2.5	-6.2	6.8
COc1ccc(-n2nc(C(=O)NCC(=O)NCc3ccccc3OC)c3ccccc3c2=O)c(OC)c1	-4.4	-1.0	5.0	-31.9	-0.3	-3.1	1.8	2.5	4.3	4.8
Cc1ccc(S(=O)(=O)N2CCC(C(=O)Nc3cc(C(F)(F)F)ccc3N3CCOCC3)CC2)cc1C	1.2	-2.1	-4.1	15.2	-8.4	1.3	0.6	1.5	-8.8	-9.6
O=C(Cn1cnc2c(cnn2-c2ccccc2Cl)c1=O)N1CCc2ccccc21	2.3	-1.3	1.3	10.1	-3.8	-3.3	1.1	11.7	-5.9	-0.3
O=C(O)c1cccc(Sc2ccc(Br)cc2C(=O)O)c1	-9.3	-1.2	-1.2	11.1	-2.1	-3.0	-1.2	-0.7	-0.1	-10.4
c1ccc2c(c1)NC1(CCCCC1)n1c-2nc2ccccc21	5.2	·	-0.5	-69.1	4.2	10.4	3.6	-0.1	-5.6	58.0
COC(=O)CSc1[nH]c2ccc(F)cc2c1[N+](=O)[O-]	-10.1	0.0	-3.1	?	2.9	-0.2	1.1	-0.7	0.2	8.3
COc1ccc(C(=O)C2CCCN(Cc3ccc4nonc4c3)C2)c(C)c1 (configuration not stated)	1.1	0.3	0.2	-3.2	1.1	-1.2	-2.1	-1.5	-5.5	-4.0
O=C(CN1CCOCC1)Nc1cc(Cl)ccc1Cl	-4.9	-1.2	-4.0	3.0	-0.2	·	-0.8	-5.1	-3.0	·
CCC(=O)c1ccc(OCC(=O)OCC(=O)N(C)CC(=O)Nc2ccc(F)cc2)cc1	13.0	0.8	·	-1.7	4.0	-1.2	-1.1	6.2	0.2	-0.4
CC(=O)Nc1ccc(NC(=O)C(C)Oc2ccc(Cl)cc2Cl)cc1 (configuration not stated)	-3.2	-3.9	-1.7	·	-0.1	8.2	-0.6	-0.3	-3.0	-16.7
CCc1cc2cccc(C)c2nc1SCC(=O)c1ccc(NC(C)=O)cc1	0.9	-0.2	-0.7	-1.0	8.7	·	-0.9	4.1	-12.7	-20.9
COc1ccc(-c2nn(-c3ccccc3)cc2/C=N/NS(=O)(=O)c2ccccc2)cc1	3.2	·	-7.1	-3.9	-0.9	·	-5.1	2.4	-5.1	29.8
COc1ccc(/C=C(/C(=O)c2ccc(Cl)cc2Cl)n2cncn2)cc1	13.9	-0.8	0.4	11.2	-9.3	·	-0.1	-2.2	-2.1	5.0
COc1ccc(/C=N/NC(=O)c2cccc(NC(C)=O)c2)c(OC)c1	10.3	·	-10.4	-4.3	-4.0	0.4	6.5	2.3	7.0	-10.4
O=C(NCc1ccccc1)c1ccc(NC(=O)C2CCCO2)cc1 (configuration not stated)	0.7	-2.3	-0.5	-4.7	-4.7	5.9	-2.3	0.1	-18.8	1.2
COc1cccc2c1OCC/C2=N\NC(=O)COc1ccc(C)cc1	2.0	0.3	-2.7	1.6	-2.4	-1.7	-0.1	-0.6	1.0	-4.6
S=C(Nc1cccc2ccccc12)Nc1cccc2ccccc12	-6.5	0.4	1.0	3.2	4.9	-5.6	-2.5	1.2	-3.5	-22.3
Cc1cc(C)c2c(-n3cccc3)c(NC(=O)OC(C)C)sc2n1	-8.2	-0.7	-1.5	-9.3	-5.3	·	0.0	1.8	-8.7	-9.9
CC(C)c1ccc(CNc2ccc([N+](=O)[O-])cn2)cc1	-2.4	0.3	9.1	20.7	-0.1	7.4	2.2	3.6	-10.0	88.8*
O=C1ON=C(c2ccccc2)/C1=C\c1ccco1	-5.3	0.9	-4.4	5.1	-1.2	-1.3	0.9	6.1	-3.1	·
COc1cccc(C(=O)Nc2ccc(NC(=O)c3ccco3)nc2)c1	0.1	-1.5	·	-0.2	8.5	·	2.4	1.8	-8.4	93.0*
CNC(=O)[C@H]1O[C@@H](n2cnc3c(NCc4cccc(I)c4)ncnc32)[C@H](O)[C@@H]1O	2.8	-1.1	-2.2	2.0	12.1	-2.9	-0.5	3.3	-7.1	-3.3
CCn1c(C2CC(=O)N(Cc3ccccc3)C2)nc2ccccc21 (configuration not stated)	-12.1	0.8	0.3	-2.6	-2.4	-0.4	-1.1	2.5	-2.1	-4.1
COc1cc2c(cc1/C=C1/NC(=O)N(CC(=O)Nc3ccccc3)C1=O)OCO2	-4.4	-3.2	-3.1	-2.5	-0.1	3.0	0.3	-5.5	12.6	-22.5
CC(C)N(C(=O)COC(=O)c1ccccc1C(=O)c1ccc(Cl)c([N+](=O)[O-])c1)C(C)C	-0.6	-2.7	-1.0	6.5	-3.5	-1.4	-1.7	-2.5	-15.4	-44.0
COCc1ccc(C(=O)N2CCc3c([nH]c4ccccc34)C2c2ccccn2)s1 (configuration not stated)	3.2	-1.0	-1.7	0.8	1.9	-1.1	-0.6	-0.2	-7.9	-10.7
C[C@H](NC(=O)OC(C)(C)C)c1nnc(SCC(N)=O)o1	-0.6	-0.3	-1.1	·	-2.6	·	0.5	-2.5	3.5	·
CCOc1cc(/C=C/C(=O)c2ccc(C)cc2)ccc1OCC(=O)N(C)C	-2.5	-0.9	-4.0	-4.1	1.3	-1.4	-4.9	-0.9	-12.1	5.7
CC(=O)c1c(C)[nH]c(C(=O)Nc2cc(S(=O)(=O)N3CCCCC3)ccc2C)c1C	-9.6	-0.8	26.0	-2.1	-1.2	6.2	-4.8	9.6	-17.5	5.5
O=C(/C=C/c1ccc2ccccc2n1)N1CCN(c2ccccc2)CC1	-3.4	-0.8	-0.5	16.1	3.2	-0.1	-1.0	-0.9	-8.6	-4.6
CCN1C(=O)/C(=C2\SC(N3CCOCC3)=NC2=O)c2ccccc21	-5.4	-0.3	-1.4	-0.9	-1.6	0.8	-0.9	4.0	-3.0	25.7
O=C1CSC(=NC(=O)c2ccccc2)N1	37.1	-2.7	-0.7	0.2	7.8	1.6	2.3	-1.2	-2.2	-4.0
COc1ccc(NC(=O)N(Cc2cc3cc(OC)ccc3[nH]c2=O)CC2CCCO2)cc1 (configuration not stated)	9.7	-3.1	-12.6	5.0	2.5	-2.2	-0.4	2.6	-9.5	-0.3
CC(=O)NC(CC(=O)O)C(=O)O (configuration not stated)	-4.0	-1.2	-1.8	-0.8	3.8	·	1.5	1.7	-8.9	0.5
O=C(CNC(=O)c1ccc(S(=O)(=O)N2CCCC2)cc1)N/N=C/c1ccco1	-15.6	-0.3	-4.1	16.4	1.3	-5.4	-1.1	4.9	-4.0	-4.7
Nc1nnc(SCC(=O)Nc2cc(F)ccc2F)s1	0.4	-2.3	0.5	4.3	-4.7	-1.2	-0.8	-0.6	-12.8	-2.3
N#Cc1cnn2c(-c3cccc(C(F)(F)F)c3)ccnc12	-5.3	-2.8	·	-10.0	·	2.8	-0.2	-1.2	-6.1	·
Nc1ncc(Br)cc1S(=O)(=O)NCCC(=O)NCCc1ccc(Cl)cc1	2.4	-1.1	18.7	4.2	-1.8	-0.3	-1.6	-7.3	-11.5	2.8
OC(c1cc(-c2ccc(Cl)cc2)nc2ccccc12)C1CCCCN1 (configuration not stated)	-1.0	-2.2	-1.6	3.8	3.4	0.9	1.0	-2.9	-6.4	13.0
Cc1ccc(NC(=O)CN(C)S(=O)(=O)c2cnc[nH]2)cc1C	-6.5	-0.1	0.1	-19.9	5.7	·	-0.8	-2.0	-0.9	10.2
N#CCC(=O)N1CCN(C=O)CC1	16.9	-6.4	-4.8	-7.0	8.2	-0.7	7.6	4.9	-3.3	-3.5
O=C(CC1CCCC1)Nc1cc(S(=O)(=O)N2CCOCC2)ccc1O	1.2	-0.2	-12.2	-4.7	0.0	-2.5	0.9	4.2	1.3	-4.8
O=Cc1c(Nc2ccccc2Cl)nc2ccccn2c1=O	-7.2	0.0	-2.1	-12.8	7.4	-1.1	1.4	2.5	-8.1	·
CC1(NC(=O)Cc2ccc(Cl)c(Cl)c2)CCS(=O)(=O)C1 (configuration not stated)	6.6	-1.0	0.2	0.7	-2.5	3.2	-1.5	-4.2	-2.6	13.6
O=C(CN1CCN(C(=O)c2ccccc2)CC1)Nc1cc(S(=O)(=O)N2CCCC2)ccc1Cl	-2.9	-2.2	11.7	-5.2	-2.5	-1.2	-5.5	0.0	-5.2	-2.5

By substructure, the compounds so far containing an NH in an aromatic ring (six)
SMILES	Tat transport	CAL PDZ FP-1	CAL PDZ FP-2	Rtt109 HAT inh	cardiac RTF act	Wnt act	CDK5 inh	V-ATPase pH	dFosB act	MITF act
CCC(C(=O)OCC(=O)N(CCOC)c1c(N)n(Cc2ccccc2)c(=O)[nH]c1=O)c1ccccc1 (configuration not stated)	5.0	-1.0	5.3	-2.1	0.2	-2.0	0.3	1.3	-12.2	10.3
COC(=O)CSc1[nH]c2ccc(F)cc2c1[N+](=O)[O-]	-10.1	0.0	-3.1	?	2.9	-0.2	1.1	-0.7	0.2	8.3
COCc1ccc(C(=O)N2CCc3c([nH]c4ccccc34)C2c2ccccn2)s1 (configuration not stated)	3.2	-1.0	-1.7	0.8	1.9	-1.1	-0.6	-0.2	-7.9	-10.7
CC(=O)c1c(C)[nH]c(C(=O)Nc2cc(S(=O)(=O)N3CCCCC3)ccc2C)c1C	-9.6	-0.8	26.0	-2.1	-1.2	6.2	-4.8	9.6	-17.5	5.5
COc1ccc(NC(=O)N(Cc2cc3cc(OC)ccc3[nH]c2=O)CC2CCCO2)cc1 (configuration not stated)	9.7	-3.1	-12.6	5.0	2.5	-2.2	-0.4	2.6	-9.5	-0.3
Cc1ccc(NC(=O)CN(C)S(=O)(=O)c2cnc[nH]2)cc1C	-6.5	-0.1	0.1	-19.9	5.7	·	-0.8	-2.0	-0.9	10.2
